PPARg SRC-3 ag – PPARgamma-driven SRC-3 recruitment agonism; 200,000 tested, 0.26% active; activation, % at 8 µM; AID 731; biochemical PPARgamma/SRC-3 coactivator recruitment assay; in the data active = activation above about 23%;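 also: 0% = DMSO and 100% = reference agonist; some compounds past the cut are filed as inactive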
ROMK mod – modulators of human ROMK potassium channel; P48048; 130,000 tested, 2% active; Tet-inducible ROMK, thallium flux fluorescence; actives lie on both sides; AID 1918; B-score at 10 µM;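 active = signal ratio slope over the read window, or its plate-corrected B-score, at least 3 SD from the plate mean, either direction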;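 also: B-score of the F/F0 ratio slope over 7 to 12 s after thallium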
Target sequence (P48048 whole entry, looked up): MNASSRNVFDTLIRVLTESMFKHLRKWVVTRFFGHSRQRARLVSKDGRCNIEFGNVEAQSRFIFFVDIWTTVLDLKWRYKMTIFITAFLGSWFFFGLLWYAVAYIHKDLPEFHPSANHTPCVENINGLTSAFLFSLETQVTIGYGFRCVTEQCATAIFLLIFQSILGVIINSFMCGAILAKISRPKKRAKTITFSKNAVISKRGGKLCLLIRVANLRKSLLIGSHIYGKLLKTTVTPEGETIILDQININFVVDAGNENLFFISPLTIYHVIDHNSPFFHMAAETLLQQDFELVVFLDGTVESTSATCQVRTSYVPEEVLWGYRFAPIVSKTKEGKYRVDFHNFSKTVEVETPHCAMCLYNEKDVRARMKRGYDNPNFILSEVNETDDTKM
PMI act hi M6P – activators of human phosphomannose isomerase at near-saturating mannose 6-phosphate | P34949 | activation factor at 20 µM | 190,000 tested, 0.34% active | AID 1216 | coupled PMI enzyme assay, resazurin fluorescence, 20 min; hits give high values; 1 = untreated enzyme, 0 = substrate-free blank;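 active = activation factor of 2 or more at 20 µM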
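test system = human PMI in coupled enzyme assay | medium = HEPES-buffered pH 7.4 with magnesium and detergent | also added = 1.0 mM mannose-6-phosphate substrate with 0.22 mM NADP+ | compound = 20 µM single dose | times = 20 min incubation at room temperature | measured by = resorufin fluorescence (Ex 544/Em 590 nm) from resazurin via diaphorase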
Diaph inh CS – inhibits diaphorase or chemically oxidizes, flagging diaphorase assay artifacts. 190,000 tested, 0.69% active. inhibition, % at 20 µM. diaphorase resazurin-to-resorufin fluorescence, NADH, 16 min; bacterial (C. kluyveri) enzyme, not human;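 active = primary screen inhibition at 20 µM above a set limit, cut at about 50% in these data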;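 also: plate controls were DMSO with full reaction for no effect and wells lacking NADH for full effect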
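System: Bacterial diaphorase enzyme (C. kluyveri) | Incubation: 16-min room-temperature incubation before reading | Benchmarks: No-NADH positive control and DMSO neutral control | Measured by: Resorufin fluorescence 544/590 nm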
PPARg SRC-2 ag – PPARgamma-driven SRC-2 recruitment agonism | activation, % at 8 µM | AID 1032 | P37231 | PPARgamma LBD-SRC-2 recruitment, biochemical | 200,000 tested, 0.34% active; in the data active = activation above about 22%;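 also: 0% = vehicle and 100% = reference agonist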
TR-FRET SRC-2 ct – counter-screen for PPARgamma SRC-2 recruitment agonists: TR-FRET artefact | hits give high values | TR-FRET ratio at 8 µM | 200,000 tested, 0.4% active | AID 1049; in the data active = TR-FRET ratio above about 2000; also: inactives centre near 1500
Diaph act CS – activates diaphorase or chemically reduces, flagging diaphorase assay artifacts; activation factor at 20 µM; Diaphorase/resazurin coupled assay, resorufin fluorescence, 16 min; hits give high values; 1 = vehicle wells, 0 = NADH-free wells; 190,000 tested, 0.005% active;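 active = diaphorase activity raised at least twofold by the compound at 20 µM; inactive = activation factor below 2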
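Measured by – red resorufin fluorescence at 544/590 nm excitation/emission · Test system – Clostridium kluyveri diaphorase, purified enzyme · Incubation – reaction time 16 min, room temperature · Buffer or medium – 50 mM HEPES pH 7.4 with 4.542 mM MgCl2, 0.005% Tween 20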
G6PDH counter – counter-screen for G6PDH assay hits: L. mesenteroides G6PDH inhibition; Purified L. mesenteroides G6PDH, diaphorase/resazurin coupled fluorescence, 45 min; inhibition, % at 5 µM; 200,000 tested, 0.12% active; AID 1020; in the data active = inhibition above about 50%
PMI act – activators of human phosphomannose isomerase; activation factor at 20 µM; purified human PMI, coupled resazurin fluorescence, 20 min; hits give high values; 1 = vehicle control, 0 substrate-free wells; AID 1214; P34949; 190,000 tested, 0.005% active;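 active = activation factor of 2 or more at 20 µM, relative to plate controls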
PPARg SRC1 recr – promotes SRC-1 coactivator recruitment by human PPARgamma; P37231; PPARgamma-SRC-1 coactivator recruitment biochemical assay; activation, % at 8 µM; 200,000 tested, 0.41% active; AID 631; in the data active = activation above about 19%;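 also: 0% = DMSO and 100% = reference agonist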
S1P3 antagonist – antagonists of human S1P3 receptor | Q99500 | CHO S1P3 NFAT-BLA reporter, FRET fluorescence, antagonist mode | inhibition, % at 4.98 µM | 170,000 tested, 0.27% active | AID 485;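 active = inhibition above the plate cutoff, the mean inhibition of test wells on that plate plus 3 SD, cut at about 28% in these data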;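 also: cells challenged with S1P at its EC80 of 0.8 µM; blue over green emission ratio from cleaved BLA substrate after 4 h stimulation; 0% = S1P-stimulated wells and 100% = unstimulated DMSO-only wells; some compounds past the cut are filed as inactive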
Target sequence (Q99500 whole entry, looked up): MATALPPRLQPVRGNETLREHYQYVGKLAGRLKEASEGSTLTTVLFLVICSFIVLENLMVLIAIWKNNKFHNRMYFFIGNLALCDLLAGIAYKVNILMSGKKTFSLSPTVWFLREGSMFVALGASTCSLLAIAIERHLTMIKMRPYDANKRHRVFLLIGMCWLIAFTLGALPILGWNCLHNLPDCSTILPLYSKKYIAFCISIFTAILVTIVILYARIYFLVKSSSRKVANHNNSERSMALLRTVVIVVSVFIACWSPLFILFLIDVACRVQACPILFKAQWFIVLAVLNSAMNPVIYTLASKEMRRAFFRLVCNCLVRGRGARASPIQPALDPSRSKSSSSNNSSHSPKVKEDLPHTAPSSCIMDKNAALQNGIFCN
* marks the source's active call; other numbers are inactive results; / = not tested or not shown.

1: CCN(CC)C(=O)C1CCN(S(=O)(=O)c2ccc(C3CNC(=O)C3)cc2)CC1 (stereo not given)
2: COc1ccc2cc(CN(CCCN3CCOCC3)Cc3nnnn3C3CCCC3)c(=O)[nH]c2c1
3: Cc1ccc(CNC(=O)c2coc(=O)c3ccccc23)o1
4: CCCCCCN1Cc2ccccc2C1
5: O=S(=O)(c1ccc(Cl)cc1)N1CCn2c1nc1ccccc12
6: CCc1cc2c(=O)c(-n3cnc4ccccc43)coc2cc1O
7: COC(=O)c1ncccc1SC
8: CC1CCN(c2c([N+](=O)[O-])nn(-c3ccc4c(c3)OCCO4)[n+]2[O-])CC1
9: CCCN(CCC)C(=O)Cn1c(=O)n(CCCC(=O)NCc2ccco2)c(=O)c2sccc21
10: Cc1nc(N2CCN(S(=O)(=O)c3ccc(Br)cc3)CC2)c2c(C)c(C)sc2n1
Screen / compound no.	1	2	3	4	5	6	7	8	9	10
PPARg SRC-3 ag	11.1	6.4	5.1	6.9	4.0	6.1	3.7	5.4	1.4	1.7
ROMK mod	/	/	/	0.228	/	-0.297	-0.0283	-0.217	-0.108	0.18
PMI act hi M6P	0.9	1	1	0.9	1.1	0.9	0.8	0.9	1	0.9
Diaph inh CS	21.0	12.5	18.2	7.8	-11.3	15.8	13.7	12.7	1.1	23.3
PPARg SRC-2 ag	6.0	13.3	-3.8	9.3	0.6	5.8	8.9	13.4	-5.6	-3.2
TR-FRET SRC-2 ct	1500	1843	1481	1564	1624	1605	1698	1570	1801	1543
Diaph act CS	0.8	0.9	0.8	0.9	1.1	0.8	0.9	0.9	1	0.8
G6PDH counter	17.3	-5.1	-22.7	4.0	11.5	3.3	15.4	14.2	8.0	8.2
PMI act	0.9	1.1	0.9	0.9	1.1	1	0.9	0.9	1.1	1
PPARg SRC1 recr	0.2	13.6	2.2	1.7	5.8	3.5	6.6	7.3	0.6	2.0
S1P3 antagonist	5.5	-29.4	-46.8	-8.2	/	-2.0	-1.8	/	-9.8	-2.1

11: COc1ccc(C(=O)c2c(C)c3cc(C)ccc3n2CC(O)CN2CCOCC2)cc1 (stereo not given)
12: OC(CNCc1ccc(-c2ccccc2)cc1)c1ccccc1 (stereo not given)
13: CC(C)(C)c1ccc(-n2nc(C(N)=O)c(O)cc2=O)cc1
14: C[n+]1cnn2c1SCC1(COC1)C2
15: O=C1CN(C(=O)CN2CCCC2)C(c2ccccc2)c2cc(Br)ccc2N1 (stereo not given)
16: Cc1csc(C(C)N(C)C(=O)CCc2nnc(CCc3ccccc3)o2)n1 (stereo not given)
17: COc1ccc(CN2C(=O)c3ccccc3C(/C=N\OCc3ccc(C)cc3)C2=O)cc1 (stereo not given)
18: CCC(=O)NC(=S)Nc1ccc(NC(=S)NC(=O)c2ccc(C)cc2)cc1
19: COc1cc(/C=N/n2cnnc2)ccc1OC(=O)c1cccnc1
20: Cn1cccc1CNC(=S)Nc1ccccc1F
Screen / compound no.	11	12	13	14	15	16	17	18	19	20
PPARg SRC-3 ag	4.3	5.4	3.7	0.5	1.2	5.8	-5.6	-4.2	12.7	0.8
ROMK mod	/	-1.64	0.0835	/	/	/	/	0.0247	/	0.706
PMI act hi M6P	1.1	0.9	1	0.9	0.9	1	1.1	1	1.1	1.1
Diaph inh CS	-0.1	3.9	17.1	21.9	10.1	21.2	2.3	-2.1	-8.7	3.0
PPARg SRC-2 ag	7.6	-0.4	4.2	-1.1	0.1	0.0	-7.3	1.3	8.6	9.4
TR-FRET SRC-2 ct	1499	1400	1589	1448	1475	1690	1473	1411	1498	1599
Diaph act CS	1	1	0.8	0.8	0.9	0.8	1	1	1.1	1
G6PDH counter	1.8	-0.4	0.1	-0.7	2.2	5.9	3.0	-0.1	17.6	4.2
PMI act	1.1	1	1.2	0.6	0.9	1	1.2	1	1	1.2
PPARg SRC1 recr	1.4	-9.3	15.5	1.1	-3.3	-4.6	0.5	-5.4	2.9	0.5
S1P3 antagonist	-17.7	3.4	-2.2	-0.1	-2.8	6.9	/	-21.9	/	-12.3

21: CC(C)NC(=O)CSc1nc2ccccc2n1CC(=O)N(C(C)C)C(C)C
22: CCOC(=O)CNC(=O)CSc1nc2nc(C)c(Br)cc2[nH]1
23: O=c1[nH]c2ccccc2c2nc3ccccn3c12
24: c1cc2c(cc1-c1[nH]ncc1CN1C[C@H]3CC[C@H]1C3)OCO2
25: CCOc1ccccc1NC(=S)Nc1ccc(S(N)(=O)=O)cc1
26: CCc1ccccc1NC(=O)NC1CC2CCC(C1)N2Cc1cccs1 (stereo not given)
27: N#Cc1c(N)nc2c(c1-c1ccncc1)CCCC2
28: CC1(C)C(O)=C(c2nc3ccccc3[nH]2)C(=N)N1c1ccccc1
29: COCCn1c(-c2ccc(OC)cc2)cnc1N
30: N#C/C(=C\c1ccc(-c2cccc([N+](=O)[O-])c2)o1)C(=O)N1CCOCC1
Screen / compound no.	21	22	23	24	25	26	27	28	29	30
PPARg SRC-3 ag	1.9	2.1	3.8	-1.2	0.1	4.6	-12.2	0.9	-2.1	3.9
ROMK mod	-0.778	/	/	-0.778	0.487	/	0.358	/	/	0.651
PMI act hi M6P	1	1	0.9	0.9	0.8	1	1.1	0.9	0.9	1
Diaph inh CS	-6.5	12.2	13.2	12.6	27.0	3.3	-4.8	12.4	0.0	14.9
PPARg SRC-2 ag	-6.5	7.0	-3.4	2.9	15.7	3.3	-9.2	8.2	9.0	8.0
TR-FRET SRC-2 ct	1395	1541	1521	1534	1692	1372	1378	1675	1728	1594
Diaph act CS	1.1	0.9	0.9	0.9	0.7	1	1	0.9	1	0.9
G6PDH counter	12.1	-1.4	-1.7	17.7	16.5	1.7	8.9	-0.4	5.5	7.6
PMI act	1.1	1.1	0.9	0.9	0.9	1.1	1	1	1	1
PPARg SRC1 recr	3.2	9.5	5.6	-1.4	7.5	7.0	1.3	-1.2	9.8	17.1
S1P3 antagonist	-5.5	-11.5	-38.4	1.6	-18.7	/	20.5	/	9.8	8.6

Rewritten as a markdown table: entries from further up.
| # | mol | PPARg SRC-3 ag | ROMK mod | PMI act hi M6P | Diaph inh CS | PPARg SRC-2 ag | TR-FRET SRC-2 ct | Diaph act CS | G6PDH counter | PMI act | PPARg SRC1 recr | S1P3 antagonist |
| --- | --- | --- | --- | --- | --- | --- | --- | --- | --- | --- | --- | --- |
| 21 | CC(C)NC(=O)CSc1nc2ccccc2n1CC(=O)N(C(C)C)C(C)C | 1.9 | -0.778 | 1 | -6.5 | -6.5 | 1395 | 1.1 | 12.1 | 1.1 | 3.2 | -5.5 |
| 23 | O=c1[nH]c2ccccc2c2nc3ccccn3c12 | 3.8 | / | 0.9 | 13.2 | -3.4 | 1521 | 0.9 | -1.7 | 0.9 | 5.6 | -38.4 |

Further records:
31: COc1ccc(CN2CCN(C(C)C)C(CCO)C2)cc1Cn1cncn1 (stereo not given)
32: COc1ccc(N(CC(=O)Nc2cccc(N(C)S(C)(=O)=O)c2)S(=O)(=O)c2ccc(C)cc2)cc1
33: CCCCNC(=S)NCCN1CCCCC1
34: O=C1CCC2=C(CCCC2=O)N1
35: COc1c(Cl)cc(-c2noc(C)c2C(=O)NC(C)C)cc1Cl
36: CCOC(=O)CC1C(=O)NCCN1C(=O)Nc1ccccc1 (stereo not given)
37: CN(C)S(=O)(=O)c1ccc(NC(=O)c2cc3ccccc3o2)cc1
38: Oc1c(Br)cc(C=Nc2ccc3nc(-c4ccccc4)[nH]c3c2)c(O)c1Br
39: COC(=O)CSc1nnc2c3c4c(sc3nc(-n3nc(C)cc3C)n12)COC(C)(C)C4
40: COc1cccc(OC)c1OCCCSc1nc(C)cc(=O)[nH]1
41: COc1ccc(NC(=O)CSc2nnnn2C)c([N+](=O)[O-])c1
Screen / compound no.	31	32	33	34	35	36	37	38	39	40	41
PPARg SRC-3 ag	0.0	-1.6	8.5	-4.4	0.7	-1.3	-5.4	12.2	0.9	5.3	-0.2
ROMK mod	/	-1.01	-0.123	-0.701	0.0122	/	/	-0.00851	-0.208	/	0.417
PMI act hi M6P	0.9	0.9	1.1	1	1	0.9	1	0.9	1	1	0.9
Diaph inh CS	-1.4	20.4	-12.3	-0.9	10.9	9.7	13.0	41.9	15.7	1.8	6.0
PPARg SRC-2 ag	5.9	-0.4	7.9	-5.1	10.8	-3.0	9.1	12.2	-3.6	8.8	-2.0
TR-FRET SRC-2 ct	1308	1546	1583	1553	1297	1526	1566	1907	1612	1547	1485
Diaph act CS	1	0.8	1.1	1	0.9	0.9	0.9	0.6	0.8	1	0.9
G6PDH counter	0.8	14.4	15.5	6.9	10.6	4.9	0.2	8.9	-1.2	-2.2	10.6
PMI act	1	0.9	1.1	1	1	0.9	1	1.3	1	0.9	1
PPARg SRC1 recr	1.6	1.8	-2.4	-6.7	-3.3	0.5	6.8	21.6*	2.4	1.9	11.0
S1P3 antagonist	2.4	5.9	/	-26.2	-17.2	-26.2	-4.3	-4.3	14.4	-6.2	-6.9

By substructure: the compounds so far containing an aryl thioether with sulfur outside any ring.
7: COC(=O)c1ncccc1SC
21: CC(C)NC(=O)CSc1nc2ccccc2n1CC(=O)N(C(C)C)C(C)C
22: CCOC(=O)CNC(=O)CSc1nc2nc(C)c(Br)cc2[nH]1
39: COC(=O)CSc1nnc2c3c4c(sc3nc(-n3nc(C)cc3C)n12)COC(C)(C)C4
40: COc1cccc(OC)c1OCCCSc1nc(C)cc(=O)[nH]1
41: COc1ccc(NC(=O)CSc2nnnn2C)c([N+](=O)[O-])c1
Screen / compound no.	7	21	22	39	40	41
PPARg SRC-3 ag	3.7	1.9	2.1	0.9	5.3	-0.2
ROMK mod	-0.0283	-0.778	/	-0.208	/	0.417
PMI act hi M6P	0.8	1	1	1	1	0.9
Diaph inh CS	13.7	-6.5	12.2	15.7	1.8	6.0
PPARg SRC-2 ag	8.9	-6.5	7.0	-3.6	8.8	-2.0
TR-FRET SRC-2 ct	1698	1395	1541	1612	1547	1485
Diaph act CS	0.9	1.1	0.9	0.8	1	0.9
G6PDH counter	15.4	12.1	-1.4	-1.2	-2.2	10.6
PMI act	0.9	1.1	1.1	1	0.9	1
PPARg SRC1 recr	6.6	3.2	9.5	2.4	1.9	11.0
S1P3 antagonist	-1.8	-5.5	-11.5	14.4	-6.2	-6.9

Screening results deposited in PubChem by several laboratories.
